# Screening results deposited in PubChem BioAssay by National Center for Advancing Translational Sciences (NCATS).
# SNCA expr inhib: inhibitors of alpha-synuclein (SNCA) gene expression | HEK-293 SNCA-luciferase knock-in, luminescence, 24 h | Potency, µM (series often up to 57.2 µM), inactives show at the highest dose activity change, negative = inhibition, actives largely listed as inhibitors | actives 0.17% (n = 140,000);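 further: potency means the concentration at half of the fitted maximal effect; plate controls were DMSO cells for no effect and cell-free wells for full effect; nearly all actives have a fitted effect of over 45% in size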
# GPT2 inhibitor: blocks human glutamate pyruvate transaminase 2. Recombinant GPT2, coupled pyruvate oxidase/HRP Amplex Red fluorescence. actives 0.25% (n = 100,000). Q8TD30. Potency, µM (top dose mostly 57.7 µM), for the others: at the highest dose activity change, negative = inhibition, actives largely listed as inhibitors; further: potency means the concentration at half of the fitted maximal effect; nearly all actives have a fitted effect of over 60% in size; many of its hits are not listed in these tables
# Target sequence (Q8TD30 whole entry, looked up): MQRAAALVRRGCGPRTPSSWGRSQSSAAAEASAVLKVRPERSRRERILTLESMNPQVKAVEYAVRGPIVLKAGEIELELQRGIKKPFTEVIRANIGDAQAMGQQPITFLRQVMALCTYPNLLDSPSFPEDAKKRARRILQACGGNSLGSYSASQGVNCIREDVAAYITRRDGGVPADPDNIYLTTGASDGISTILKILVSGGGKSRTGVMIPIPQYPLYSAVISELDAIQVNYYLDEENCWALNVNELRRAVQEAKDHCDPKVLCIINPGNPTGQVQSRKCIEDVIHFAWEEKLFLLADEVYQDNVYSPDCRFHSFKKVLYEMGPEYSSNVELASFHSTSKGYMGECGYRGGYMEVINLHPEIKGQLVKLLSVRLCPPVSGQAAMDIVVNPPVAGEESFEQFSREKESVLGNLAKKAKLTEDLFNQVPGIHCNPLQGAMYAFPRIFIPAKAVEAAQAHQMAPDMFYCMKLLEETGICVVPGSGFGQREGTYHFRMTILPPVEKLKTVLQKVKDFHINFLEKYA
#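 Inhibition is scored from Amplex Red fluorescence generated when pyruvate oxidase and HRP act on pyruvate released by GPT2. Reactions contain 10ng/uL enzyme, 250uM a-KG and 2mM L-alanine and run 30 min at room temperature.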
# HEK293 tox: kills HEK 293 cells | HEK 293 viability, ATP luminescence (CellTiter-Glo), 48-72 h | Potency, µM (highest dose often 115 µM), without a hit: top-dose activity change, negative = cytotoxicity, hits mostly inhibitors | actives 6.6% (n = 94,000) | AID 1345083; further: potency means the concentration at half of the fitted maximal effect; nearly all actives have a fitted effect of over 60% in size
#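 HEK 293 cells at 250 cells/well were exposed to compounds by pintool transfer for 48 or 72 hr at 37 degree Celsius, 5% CO2. Viability was read as ATP-coupled luminescence with CellTiter-Glo after 10 min at room temperature.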
# Luciferase inh: inhibitors of firefly (Photinus pyralis) luciferase; P08659; purified P. pyralis luciferase, luminescence, biochemical; Potency, µM (series often up to 115 µM), for the others: at the highest dose activity change, negative = inhibition, hits mostly inhibitors; actives 2.5% (n = 76,000); further: potency means the concentration at half of the fitted maximal effect; nearly all actives have a fitted effect of over 65% in size
#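 Purified 10nM P. pyralis luciferase with 10uM D-luciferin and 10uM ATP in 50mM Tris acetate pH 7.5, 10mM Mg acetate, 0.01% Tween-20, 0.05% BSA. qHTS titration; luminescence read by CCD imager.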
# HEK293 viab: cell viability loss counter-screen. Potency, µM (top dose mostly 57.1 µM), for the others: top-dose activity change, negative = cytotoxicity, most hits filed as cytotoxic. HEK-293-SNCA-luc viability, GF-AFC fluorescence, 24 h. AID 1671193. actives 0.12% (n = 150,000);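 further: potency means the concentration at half of the fitted maximal effect; 0% = DMSO-treated cells and -100% = medium-only wells without cells; nearly all actives have a fitted effect of over 30% in size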
#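 HEK-293-SNCA-luc cells (1500/well) plated 24 h, then exposed 24 h to a dilution series; GF-AFC added 30 min at 37C, fluorescence 405/540 nm; normalised to medium-only and DMSO wells, Hill fit.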
# IP6K1 inh: IP6K1 kinase inhibition. IP6K1 kinase, ADP-Glo luminescence, 2 h; hits give low values. activity change, % (series mostly up to about 58 µM). actives 0.81% (n = 140,000); in the data active means activity change below about -25%
# Target sequence (Q92551 whole entry, looked up): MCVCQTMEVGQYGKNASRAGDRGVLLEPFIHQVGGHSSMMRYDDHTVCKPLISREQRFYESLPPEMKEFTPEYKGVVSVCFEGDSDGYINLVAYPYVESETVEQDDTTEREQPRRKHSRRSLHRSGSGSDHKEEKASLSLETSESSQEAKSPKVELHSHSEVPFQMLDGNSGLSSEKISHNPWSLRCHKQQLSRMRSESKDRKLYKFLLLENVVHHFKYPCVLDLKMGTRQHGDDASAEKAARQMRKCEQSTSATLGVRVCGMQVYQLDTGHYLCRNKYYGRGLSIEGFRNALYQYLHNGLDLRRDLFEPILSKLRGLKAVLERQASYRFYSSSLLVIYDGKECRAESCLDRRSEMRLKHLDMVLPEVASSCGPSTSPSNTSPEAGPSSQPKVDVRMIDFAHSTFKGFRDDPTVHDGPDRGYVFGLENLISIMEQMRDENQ
#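 ADP-Glo luminescence measures ADP made by human IP6K1 during a 2 h RT reaction with ATP/IP6 (mix at 1.3 mM/130 uM); top library doses 57.5 and 19.1 uM final.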
# 3T3 cytotox: kills NIH 3T3 cells; Potency, µM (highest dose often 96.7 µM), for inactives: at the top dose activity change, negative = cytotoxicity, most hits filed as inhibitors; actives 4.3% (n = 94,000); NIH 3T3 viability, CellTiter-Glo ATP luminescence, 48-72 h; further: potency means the concentration at half of the fitted maximal effect; nearly all actives have a fitted effect of over 55% in size
#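 Mouse fibroblast NIH 3T3 cells, 400 per well, received compound via pintool and were incubated for 48 or 72 hr prior to CellTiter-Glo ATP luminescence measurement.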
# An asterisk follows results filed as active; i = inactive; ? = inconclusive; . = no result given; [ ] = remark or other dose. Unless noted, the call rests on the fitted dose curve; in most records, active means well fitted curve in the direction sought with a large enough effect; inconclusive means small, poorly fitted or top-dose-only effect, or another doubt; inactive means no such curve, though single readings can be large; an effect the other way counts as inactive or inconclusive. Unless noted, on the % scale 0 is the no-effect control and ±100 the full control effect. An excerpt; rates above refer to the full screens.
SMILES,SNCA expr inhib,GPT2 inhibitor,HEK293 tox,Luciferase inh,HEK293 viab,IP6K1 inh,3T3 cytotox
CN(Cc1ccc2nonc2c1)C(=O)c1cccc(CC2CCNCC2)c1,-24%,5%,-11%,3%,-14%,8,-16%
O=C(NCc1cccc(F)c1)c1ccc(CN2CC(=O)N3CCCCC3C2=O)cc1 (stereo not drawn),25%,.,.,.,-4%,6,.
CC(=O)c1ccc(N2CCN(C(=O)CCC(=O)Nc3ccc4nc(N5CCCCC5)cc(C)c4c3)CC2)cc1,81%[activator],.,.,.,-2%,0,.
COCCNC(=O)[C@@H]1C[C@@H](O)CN1C1CCN(C(=O)c2ccccc2F)CC1,5%,i,0%,0%,14%,7,-4%
CC(=O)O[C@@H]1[C@@H](O)[C@H](O[C@H]2CC[C@]34C[C@]35CC[C@]3(C)[C@@H]([C@@]6(C)CC[C@@H](C(C)(C)O)O6)[C@@H](O)C[C@@]3(C)[C@@H]5C[C@H](O[C@@H]3O[C@H](CO)[C@@H](O)[C@H](O)[C@H]3O)[C@H]4C2(C)C)OC[C@H]1O,.,i,.,.,-6%,2,.
COc1cccc(CN2Cc3nc(-c4ccccc4)ccc3OCC2=O)c1,-9%[87.6 µM],-29%[88.5 µM],79µM*,8%[172 µM],9%[87.6 µM],-20,?
Cc1cnc2c(c1SCC(=O)NCc1ccc(F)cc1)c(=O)n(C)c(=O)n2C,16%,.,.,.,2%,-5,.
CCC1Oc2ccc(NC(=O)c3ccc(OC)c(OC)c3)cc2CN(Cc2ccc(Cl)cc2)C1=O (stereo not drawn),?,4%,?,3%,?,-16,-24%
CCn1cc(C(=O)NCCc2ccccc2)c(=O)c2cc(S(=O)(=O)N3CCCCCC3)ccc21,30%[activator],.,.,.,-6%,-8,.
CCc1sc(NC(=O)CC[C@H]2NC(=O)c3ccccc3NC2=O)nc1C(=O)OC,34%[activator],1%,-4%,-6%,0%,28,i
CN(CC[C@@H](Oc1ccc(C(F)(F)F)cc1)c1ccccc1)CC(=O)O,-5%,3%,.,.,0%,.,.
CN(C)c1cccc(NCc2nc3c(n2Cc2ccccc2)C(=O)N(CCOc2ccccc2)CCN3)c1,30%[activator],i,?,6%,-5%,3,?
COc1ccc2c(c1)c(=O)c(S(=O)(=O)c1ccccc1)cn2CC(=O)Nc1ccc2c(c1)OCO2,18%,.,.,.,-16%,-9,.
O=C(NC1CCCC1)C1CCCN(c2nc(-c3ccccc3)nc3c2CCC3)C1 (stereo not drawn),-5%,-17%,-16%,-5%,-5%,1,-3%
Cc1ccc(CCNC(=O)C2CCN(S(=O)(=O)c3ccc4c(ccn4C)c3)CC2)cc1,-5%,.,.,.,9%,5,.
COc1ccc(C(=O)N2C[C@@H](CO)[C@H](c3nc(C)no3)C2)cc1F,2%,-13%,i,-3%,-5%,-1,-8%
CC(C)Cn1cncc1CNC(=O)c1ccc2nc(-c3ccc(F)cc3)cn2c1,46%,0%[11.5 µM],?,35µM*,?,1,?
C=CCn1cc2c3c(cccc31)[C@H](CC(C)C)N[C@H](C(=O)N1CCN(C)CC1)C2,-18%[87.6 µM],i,79µM*,-13%[172 µM],-10%[87.6 µM],12,63µM*
O=C1CCN(C(=O)c2n[nH]c3ccccc23)CCCC(C(=O)NCc2ccccc2)CCN1 (stereo not drawn),22%,i,-16%,-4%,5%,12,-25%
COc1cccc(-c2cc(C(=O)NCc3cccc(F)c3)c3cnn(C)c3n2)c1,.,.,?,.,.,1,?
COc1ccc(NC(=O)CSc2nnc(NC(=O)Nc3ccccc3)s2)cc1OC,45%,.,.,.,-9%,-6,.
COc1ccccc1OCC(=O)Nc1nnc2n1CCS2,-7%,.,.,.,-1%,8,.
CCc1cccc(NC(=O)CN2C=NS(=O)(=O)c3ccccc32)c1,-14%,.,.,.,-8%,3,.
CCc1cccc(NC(=O)C2CCCN(c3ncnc4onc(-c5ccc(F)cc5)c34)C2)c1 (stereo not drawn),-3%,.,.,.,-23%,-12,.
C[C@H](O)c1c(-c2ccc(Cl)cc2)noc1C(=O)NC1CC1,18%[87.6 µM],?,112µM*,0%[172 µM],2%[87.6 µM],-6,?

# Entries from the list above with a Cl atom:
SMILES,SNCA expr inhib,GPT2 inhibitor,HEK293 tox,Luciferase inh,HEK293 viab,IP6K1 inh,3T3 cytotox
CCC1Oc2ccc(NC(=O)c3ccc(OC)c(OC)c3)cc2CN(Cc2ccc(Cl)cc2)C1=O (stereo not drawn),?,4%,?,3%,?,-16,-24%
C[C@H](O)c1c(-c2ccc(Cl)cc2)noc1C(=O)NC1CC1,18%[87.6 µM],?,112µM*,0%[172 µM],2%[87.6 µM],-6,?

# (continued)
SMILES,SNCA expr inhib,GPT2 inhibitor,HEK293 tox,Luciferase inh,HEK293 viab,IP6K1 inh,3T3 cytotox
Cc1ccc(C)c(NC(=O)Nc2csc3c2CCCC3)c1,18%,.,.,.,-3%,9,.
CC(C)(Oc1ccc2c(c1)CCC2)C(=O)N[C@H]1CCOC[C@H]1C1CCOCC1,6%,i,0%,11%,5%,-1,-5%
O=C(CN1CCCc2nc(-c3ccncc3)ncc2C1=O)NCc1cc(F)ccc1F,-25%,i,?,1%,1%,6,?
O=C(Nc1ccc2nc(SCC(=O)N3CCCc4ccccc43)sc2c1)c1ccc(Cl)cc1,11%,.,.,.,-16%,6,.
O=C1NCCOCCN(S(=O)(=O)c2cccc3nsnc23)[C@H]2CCC[C@@H]12,?,i,-28%,-5%,7%,1,-5%
CCc1nc(C)c(CC(=O)N[C@@H]2CCNC[C@H]2O)c(=O)[nH]1,3%,-19%,-17%,-13%,3%,24,0%
COc1ccccc1C(=O)N1CCC2(CC1)C(=O)Nc1ccccc12,39%[activator],i,?,.,3%,-11,-2%
CC(=O)N1C[C@@H]2CCCN3CCC[C@@H]([C@H]23)[C@H]1CCCC(=O)N1CCN(c2ccccn2)CC1,-8%,3%,6%,3%,10%,1,4%
CC(C)(C)c1ccc(-c2nc3cc(NC(=O)c4cccc(Br)c4)ccc3o2)cc1,15%,.,.,.,-4%,9,.
COC[C@@H]1CN(C(=O)Cc2ccc(OC)cc2)C[C@H]1c1ccncc1,-14%,-12%,2%,-2%,-2%,-8,i
COc1cncc(Nc2cnc3ccc(-c4ccccc4OC)nn23)c1,20%[87.6 µM],?,?,-5%[172 µM],3%[87.6 µM],-20,?
O=C(c1ccoc1)N1CCCCCC1c1nc(-c2cccnc2)no1 (stereo not drawn),18%,i,-20%,2%,8%,25,-27%
CC(=O)N(C1CC1)C1CCOC2(CCN(C(=O)NCc3ccc(F)cc3)CC2)C1 (stereo not drawn),?,4%,i,-7%,14%,-9,-13%
CN(C)S(=O)(=O)N1CCCC1Cc1noc(-c2ccccc2)n1 (stereo not drawn),16%,i,?,.,-4%,15,?
Cc1ccc2c(c1)c1c(c(=O)n(-c3cccc(Cl)c3)c(=O)n1CC(=O)NCCC1=CCCCC1)n2C,11%,.,.,.,-9%,0,.
Cc1ccc(C(=O)N2CCN(c3cc(C(F)(F)F)ncn3)CC2)cc1F,-27%,i,?,5%,11%,2,?
Cc1ccc(NC(=O)N2CCC(CCNC(=O)C3CCCC3)CC2)cc1,23%,-12%,1%,-26%,1%,-8,-6%
COCCN1C(=O)[C@@H]2C[C@@H](CN2Cc2cccnc2)Oc2ccccc21,-2%[87.6 µM],?,-21%[172 µM],-12%[172 µM],-1%[87.6 µM],-1,?
COc1ccc(C[C@H](NC(=O)C2=C[C@@H](NC(=O)Nc3ccccc3Br)[C@@H](O)[C@H](O)C2)C(N)=O)cc1,4%,2%,-1%,-1%,3%,2,-8%
COC(=O)c1ccc2c(=O)n(CCCCCC(=O)N3CCN(c4ccc(Cl)cc4)CC3)c(=O)[nH]c2c1,51%[activator],.,.,.,1%,14,.
O=C(N[C@H]1CCN2C(=O)N(c3ccccc3)C(=O)[C@@H]2C1)C1CCCC1,-24%[87.6 µM],-2%[88.5 µM],0%[172 µM],-6%[172 µM],-4%[87.6 µM],8,-6%[174 µM]
COc1ccc(CCNC(=O)c2cc(=O)[nH]c3ccc(S(=O)(=O)N4CCCCC4C)cc23)cc1OC (stereo not drawn),?,.,.,.,?,-13,.
CCCCn1cc(S(=O)(=O)c2ccc(Cl)cc2)c(=O)c2cc(F)c(N3CCCCC3)cc21,6%,.,.,.,16%,23,.
CC(C)(C)COc1ccc(-n2cc(C(=O)O)cn2)cc1C#N,144%[activator],i,.,.,-7%,.,.
CCc1cccc(NC(=O)CSc2nc3ccsc3c(=O)n2CC)c1,6%,.,.,.,-4%,-3,.
# The results go on:
SMILES,SNCA expr inhib,GPT2 inhibitor,HEK293 tox,Luciferase inh,HEK293 viab,IP6K1 inh,3T3 cytotox
CCOc1ccc(OCC(=O)Nc2nnc3n2CCS3)cc1,-2%,.,.,.,-5%,-12,.
O=C(Cn1cccc1-c1nc(-c2ccccc2)no1)Nc1ccccc1Cl,21%,1%,-20%,7%,5%,-5,i
O=C(C[C@H]1NC(=O)c2ccccc2NC1=O)Nc1ccncc1,-10%,i,-4%,4%,-10%,21,i
CC(C)(C)c1ccc(OCc2nc3ccccc3n2CCOc2ccccc2)cc1,36%[activator],.,.,.,-5%,-2,.
CCn1cc(CCC(=O)NCc2ccccc2OC)c2ccccc21,2%,.,.,.,3%,27,.
CCOc1ccc(CN2C(=O)c3ccccc3Sc3ccc(C(=O)N4CCN(C)CC4)cc32)cc1,49%[activator],.,.,.,-9%,30,.
CCNC(=O)OC1CCN(C(=O)CC(C)C)CC(=O)N(C)c2ccccc21 (stereo not drawn),.,.,1%,.,.,-3,?
CCn1ncc(CN2CCCC(C(=O)N3CCN(c4ccccn4)CC3)CCNC(=O)CC2)c1C (stereo not drawn),5%,0%,-4%,9%,2%,0,-7%
CC(=O)N1CCCC(CNc2nccc(-c3c(C)nn(C)c3C)n2)C1 (stereo not drawn),8%,3%[11.5 µM],-15%,7%,4%,-9,-28%
COc1cccc(N2CCN(C(=O)c3ccc(N4CC5CC(C4)[C@H]4CCCC(=O)N4C5)nc3)CC2)c1 (stereo partly drawn),-6%,-14%,-11%,-4%,2%,6,-20%
CCOC(=O)[C@H]1[C@@H](O)C(=O)N(Cc2ccccc2)C12CCN(C(=O)c1cc(C)oc1C)CC2,.,.,-8%,.,.,11,?
Fc1cccc(-c2nnn3c2nc(NCCc2ccccc2)c2ccccc23)c1,39%[activator],.,.,.,3%,15,.
Cc1ccccc1Nc1n[nH]c(C(O)c2ccc3c(c2)CCO3)n1 (stereo not drawn),-17%[87.6 µM],?,?,16%[172 µM],1%[87.6 µM],-2,?
C[C@H]1[C@@H]2[C@@H](O)C([C@H](C)C(=O)NCCN3CCOCC3)CC[C@@]2(C)CC[C@@H]1NC(=O)c1ccccn1 (stereo partly drawn),?,-8%,-13%,-10%,-6%,17,-3%
